Screening data from PubChem.
Apaf1 inhib: blocks human Apaf-1 apoptosome activity; inhibition, % at 20 µM; reconstituted apoptosome caspase-3 activity, DEVD-Rh110 fluorescence; O14727; 330,000 tested, 0.71% active; active = inhibition of at least 40% at 20 µM;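 note: plate controls were DMSO wells for no effect and DEVD-CHO caspase inhibitor wells for full effect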
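Material: reconstituted apoptosome with Apaf-1, cytochrome c, caspase-9, procaspase-3, dATP. Technique: Rh110 fluorescence intensity. Buffer or medium: pH 7.5 Hepes buffer with CHAPS, BSA, DTT. Times: 30 min plus 50 min, RT.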
SENP1 inh: SENP1 (human) catalytic domain inhibition | AID 624204 | 360,000 tested, 0.21% active | inhibition, % at 10 µM | recombinant SENP1 catalytic domain, CyPet-SUMO1-YPet FRET cleavage | Q9P0U3;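 active = inhibition at least 30% at 10 µM, raw YFP signal under a set limit, fluorescence ratio 0.5 to 1.5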;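 note: 0% = enzyme with DMSO and 100% = no enzyme wells; some results filed as inactive read as strong as hits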
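Material – human SENP1 catalytic domain · Input – SENP1 enzyme, 20 pM final · Compound dosing – single concentration of 10 µM compound, 0.5% DMSO final · Timing – enzyme reaction for 50 min at room temperature, dark · Measured by – FRET fluorescence in CFP and YFP emission channels · Control set – no-enzyme wells low, DMSO-plus-enzyme wells high control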
SENP6 inh: inhibitors of human SENP6 protease; Q9GZR1; Recombinant SENP6 catalytic domain, aminoluciferin luminescence; 330,000 tested, 1.8% active; inhibition, % at 10 µM;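 active = inhibition above about 50% at the single tested dose, limit read from the data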;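 note: plate controls were DMSO wells with enzyme for no effect and DMSO wells lacking enzyme for full effect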
Target sequence (Q9GZR1 628-1112 limits assumed): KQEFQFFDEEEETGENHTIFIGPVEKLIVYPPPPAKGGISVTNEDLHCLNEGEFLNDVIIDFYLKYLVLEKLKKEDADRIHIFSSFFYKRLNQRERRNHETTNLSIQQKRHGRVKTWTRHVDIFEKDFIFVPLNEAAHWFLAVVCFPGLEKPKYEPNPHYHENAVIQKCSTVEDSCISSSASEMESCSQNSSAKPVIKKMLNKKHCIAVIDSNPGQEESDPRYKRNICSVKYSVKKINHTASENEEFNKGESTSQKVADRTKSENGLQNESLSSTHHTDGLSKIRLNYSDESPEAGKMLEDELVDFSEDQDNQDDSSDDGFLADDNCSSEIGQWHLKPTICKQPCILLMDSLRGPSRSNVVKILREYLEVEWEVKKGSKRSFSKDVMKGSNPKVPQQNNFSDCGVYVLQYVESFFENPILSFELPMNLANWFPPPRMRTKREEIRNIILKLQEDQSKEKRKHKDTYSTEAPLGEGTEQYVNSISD
PfGluPho inh: PfG6PD (Plasmodium falciparum) enzyme inhibition; PfGluPho enzyme, NADPH resazurin-diaphorase fluorescence; inhibition, % at 20 µM; 350,000 tested, 0.78% active;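 active = inhibition reaching at least a set limit at 20 µM in the primary screen, cut at about 59% in these data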;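 note: 0% = DMSO wells with substrate and 100% = DMSO wells lacking glucose-6-phosphate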
SENP8 block-1: SENP8 protease inhibition | Q96LD8 | purified SENP8, Z-RLRGG-aminoluciferin cleavage, luminescence | inhibition, % at 10 µM | 330,000 tested, 1.2% active | AID 2540; in the data active = inhibition above about 50%
Target sequence (Q96LD8 whole entry, looked up): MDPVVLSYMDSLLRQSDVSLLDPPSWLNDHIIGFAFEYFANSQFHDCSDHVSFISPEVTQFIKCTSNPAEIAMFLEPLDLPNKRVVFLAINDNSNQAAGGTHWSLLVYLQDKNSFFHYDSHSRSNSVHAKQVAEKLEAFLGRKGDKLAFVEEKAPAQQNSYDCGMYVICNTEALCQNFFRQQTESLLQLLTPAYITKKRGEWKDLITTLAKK
NLRP3 yeast inh: NALP3 inhibition in yeast | Yeast reconstituted NLRP3/ASC/caspase-1, beta-gal luminescence, 24 h | inhibition, % at 10 µM | 330,000 tested, 0.39% active;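 active = inhibition of 50% or more; inactive = inhibition below 50%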;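 note: plate controls were induced DMSO wells for no effect and uninduced yeast grown without galactose for full effect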
SENP7 block: inhibitors of human SENP7 protease; AID 434973; Q9BQF6; 330,000 tested, 1.5% active; inhibition, % at 5 µM; recombinant SENP7, Z-RLRGG-aminoluciferin luminescence, 40 min;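 active = inhibition above about 50% at the single test dose, limit read from the data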;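 note: plate controls were DMSO with enzyme for no effect and no enzyme buffer wells for full effect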
Target sequence (Q9BQF6 706-1050 limits assumed): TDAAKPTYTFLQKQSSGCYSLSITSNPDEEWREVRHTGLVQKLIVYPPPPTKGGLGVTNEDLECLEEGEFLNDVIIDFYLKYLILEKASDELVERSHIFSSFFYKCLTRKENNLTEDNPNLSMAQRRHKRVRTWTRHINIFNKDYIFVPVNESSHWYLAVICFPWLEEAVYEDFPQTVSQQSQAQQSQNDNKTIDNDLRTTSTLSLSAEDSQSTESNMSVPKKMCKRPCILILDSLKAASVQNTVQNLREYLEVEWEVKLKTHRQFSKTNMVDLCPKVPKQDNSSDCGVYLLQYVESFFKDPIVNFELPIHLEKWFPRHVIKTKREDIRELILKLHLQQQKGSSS
HKDC1 inh: blocks human hexokinase HKDC1 activity; Q2TB90; recombinant HKDC1, G6PDH/diaphorase resazurin coupled fluorescence; inhibition, % at 20 µM; 340,000 tested, 0.16% active;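 active = inhibition above about 35% when tested at 20 µM, limit read from the data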;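 note: plate controls were DMSO wells with enzyme for no effect and DMSO wells lacking enzyme for full effect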
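Test system: HK5 enzyme. Quantity: 5 µg/mL HK5 final. Reagent: glucose and ATP substrates. Schedule: 90 min reaction incubation at room temperature, dark. Technique: resazurin-to-resorufin fluorescence via G6PDH and diaphorase coupling, 525/613 nm. Control set: DMSO wells with and without enzyme mix.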
SENP8 block-2: SENP8 (human) protease inhibition. Q96LD8. recombinant SENP8, Nedd8 substrate fluorescence. inhibition, % at 20 µM. 360,000 tested, 0.64% active. AID 602440; in the data active = inhibition mostly above about 40%, no sharp cut-off; inactive = mostly below about 27%
Active calls of the source: *; · = no result given.

Each structure is followed by: SENP6 inh, SENP1 inh, Apaf1 inhib, HKDC1 inh, SENP8 block-1, PfGluPho inh, SENP7 block, SENP8 block-2, NLRP3 yeast inh
CC(C)NCC(O)COCCOc1ccc(C(C)(C)C)cc1 (stereo unspecified)
 : -4, 1, 4, 2, -3, 1, 4, 14, 13
Cc1ccc2cc(C)c3nnc(SCc4ccc(C(=O)O)cc4)n3c2c1C
 : -21, -2, -22, 4, -9, 9, -1, -22, 8
Cc1cc(=O)[nH]c2n[nH]c(-c3ccccc3)c12
 : 22, 3, -7, -1, 0, 5, 1, -30, 9
O=C(Nc1ccc(-c2cn3ccccc3n2)cc1)c1cccs1
 : 49, 0, 11, 1, 39, 18, 52*, -30, 57*
Cc1nn(CC(=O)N2CCN(c3cccc(C(F)(F)F)c3)CC2)c(=O)c2cccn12
 : -7, 0, 4, -5, -1, -8, 8, 8, -7
COCCOC(=O)C1=C(C)NC(C)=C(C(=O)OCCOC)C1/C=C/c1ccccc1OC
 : -3, -41, 6, -1, -5, 6, -6, -425, 13
COc1ccccc1C1C(C(N)=O)=C(C)Nc2ncnn21 (stereo unspecified)
 : 2, 2, 0, -7, -12, -6, -10, -11, 3
CCc1ccc(OCC(=O)NC(=S)Nc2ccc(C(=O)O)cc2)cc1
 : 0, 0, -10, -2, -1, -3, 2, 14, 21
CCOc1c(OC)cc(C2C(C#N)=C(N)Oc3n[nH]c(-c4ccncc4)c32)cc1OC (stereo unspecified)
 : 1, 1, -3, -1, 2, -31, -4, 24, -1
CC(C)(C)c1cc(CN2CCN(CCC#N)CC2)cc(C(C)(C)C)c1O
 : 1, 0, -4, 3, -3, -11, 7, 20, -1
CCN(CC)S(=O)(=O)c1ccc(-c2nnc3sc4cccc(C)c4n23)cc1
 : -5, -5, -1, -2, 1, 17, -2, -56, 8
Cc1cc(NS(=O)(=O)c2cccs2)no1
 : -8, -2, -10, -5, 2, 10, -2, 4, 6
COc1cccc(/C=C/c2ccc3cccc(O)c3n2)c1OC
 : 58*, 2, 16, 8, 42, 20, 36, -57, 26
CC1C=CCC2C(=O)N(c3cccc(C(=O)Nc4ccc(Br)cc4)c3)C(=O)C12 (stereo unspecified)
 : -8, 3, 18, -1, 2, 14, -11, 6, 18
CCCC(c1nnnn1Cc1cccs1)N1CCN(C2CCCC2)CC1 (stereo unspecified)
 : -11, -1, -2, -1, 5, 1, 2, 18, 5
COc1ccc(CN2CCC(C(=O)c3ccc(Cl)cc3)CC2)cc1
 : 10, -17, -8, 6, -4, -3, -4, -5, 34
O=C(Nc1cccc(Cl)c1)N1CCCCCC1
 : -20, -4, -7, 6, -8, 2, 3, 29, 22
CCOC(=O)C1=C(c2ccccc2)OC(N)=C(C#N)C1c1ccncc1 (stereo unspecified)
 : -20, -3, -4, -3, -3, -7, -5, -372, 26
Cc1ccc(Nc2cc(Cl)nc(N)n2)c([N+](=O)[O-])c1
 : ·, -3, ·, 2, ·, 37, ·, 10, ·
Cc1cccc(C(C)C)c1NC(=O)C1CCN(S(=O)(=O)c2ccccc2)CC1
 : -5, 3, 6, -7, 0, 8, 8, -2, -9
O=C(COC(=O)c1ccccc1F)NC1CCCC1
 : -27, 2, 0, -5, -22, 14, -4, 13, 2
CC(/C=N/n1c(COc2ccccc2)n[nH]c1=S)=C\c1ccccc1
 : -13, 1, 18, 6, -10, -4, -8, 12, 32
CNc1nc2c(C)cccn2c(=O)c1C=Nc1ccc(OC)cc1
 : -20, 1, 17, -6, -5, 19, -4, -44, 5
CC1CCN(C(=O)CCc2ccc(S(=O)(=O)NC(C)(C)C)cc2)CC1
 : -9, 2, -18, -8, 10, 9, -3, 6, 16
CCOc1cc(/C=C2\SC(=NC)N(C)C2=O)cc(Cl)c1OC(C)=O
 : -14, -37, 10, 3, -10, 0, 0, 6, 7
N#Cc1ccc(-c2ccc(F)cc2)nc1Oc1ccc(F)cc1
 : -5, 0, -14, 0, -2, -12, 1, -24, -9
CC1CCCCN1CCCNC(=O)CCCN1C(=O)c2cccnc2Sc2ccccc21 (stereo unspecified)
 : -8, -2, 4, -6, -5, -12, 10, 2, 11
C/C(=C\C(=O)c1ccc(F)cc1)Nc1ccc(N2CCOCC2)cc1
 : -13, 11, 20, 0, -9, 14, 8, 33, 16
CCOc1cc(C2C3=C(CCCC3=O)Nc3nc(C(=O)OC)nn32)ccc1OC (stereo unspecified)
 : -3, 0, -5, 9, -9, 9, -8, 6, 9
CCOC(=O)CC1Sc2ccccc2NC1=O (stereo unspecified)
 : 12, 1, -19, -6, 5, 3, 3, 8, 0
CCOc1ccc(C(=O)Nc2cc(C)ccn2)cc1
 : 91*, 0, 8, -9, 91*, 12, 96*, 10, 10
CCc1cccc(C)c1NC(=O)COC(=O)c1c2c(nc3ccccc13)/C(=C\c1cccs1)CCC2
 : 12, -43, 6, -4, 3, 19, 7, -130, 12
CC(=O)Oc1ccc(CCC(C)OC(C)=O)cc1 (stereo unspecified)
 : -32, 3, -14, -12, -4, 5, -10, 5, 24
COc1ccc(NC(=O)CNc2cccc(S(=O)(=O)N3CCCCCC3)c2)c([N+](=O)[O-])c1
 : -4, 0, 5, 2, -2, 3, 0, 20, 11
Cc1[nH]n(-c2ccccc2)c(=O)c1/C=N/N(c1ccccc1)c1ccccc1
 : 10, 1, 12, -8, 2, -21, 0, -40, 27
OC(COCc1ccc(Cl)cc1)CN1CCN(c2ccccn2)CC1 (stereo unspecified)
 : 7, -1, -7, -12, -6, -7, 3, 7, 24
CCCOc1ccccc1/C=C1\SC(N2CCCCC2)=NC1=O
 : -21, -2, 16, 3, -12, 12, 12, -87, 35
O=c1[nH]c2ccc(NCc3ccccc3OCc3ccc(Cl)cc3)cc2[nH]1
 : 12, -34, 25, 18, 5, 73*, 10, -161, 19
COc1ccc(C(=O)NNC(=O)c2ccc3ccccc3c2O)cc1
 : -13, 2, -1, 9, -8, -28, -3, -317, 25
COc1ccccc1NC(=O)N(Cc1ccccc1)c1ccccn1
 : -30, 3, 15, -5, 0, -6, -7, 20, -7

13 entries already listed, arranged by SMILES length, high to low:
Each structure is followed by: SENP6 inh, SENP1 inh, Apaf1 inhib, HKDC1 inh, SENP8 block-1, PfGluPho inh, SENP7 block, SENP8 block-2, NLRP3 yeast inh
COc1ccc(NC(=O)CNc2cccc(S(=O)(=O)N3CCCCCC3)c2)c([N+](=O)[O-])c1
 : -4, 0, 5, 2, -2, 3, 0, 20, 11
CCc1cccc(C)c1NC(=O)COC(=O)c1c2c(nc3ccccc13)/C(=C\c1cccs1)CCC2
 : 12, -43, 6, -4, 3, 19, 7, -130, 12
Cc1[nH]n(-c2ccccc2)c(=O)c1/C=N/N(c1ccccc1)c1ccccc1
 : 10, 1, 12, -8, 2, -21, 0, -40, 27
CCOc1cc(C2C3=C(CCCC3=O)Nc3nc(C(=O)OC)nn32)ccc1OC (stereo unspecified)
 : -3, 0, -5, 9, -9, 9, -8, 6, 9
O=c1[nH]c2ccc(NCc3ccccc3OCc3ccc(Cl)cc3)cc2[nH]1
 : 12, -34, 25, 18, 5, 73*, 10, -161, 19
CCOc1cc(/C=C2\SC(=NC)N(C)C2=O)cc(Cl)c1OC(C)=O
 : -14, -37, 10, 3, -10, 0, 0, 6, 7
CC(/C=N/n1c(COc2ccccc2)n[nH]c1=S)=C\c1ccccc1
 : -13, 1, 18, 6, -10, -4, -8, 12, 32
C/C(=C\C(=O)c1ccc(F)cc1)Nc1ccc(N2CCOCC2)cc1
 : -13, 11, 20, 0, -9, 14, 8, 33, 16
COc1ccc(C(=O)NNC(=O)c2ccc3ccccc3c2O)cc1
 : -13, 2, -1, 9, -8, -28, -3, -317, 25
OC(COCc1ccc(Cl)cc1)CN1CCN(c2ccccn2)CC1 (stereo unspecified)
 : 7, -1, -7, -12, -6, -7, 3, 7, 24
CCCOc1ccccc1/C=C1\SC(N2CCCCC2)=NC1=O
 : -21, -2, 16, 3, -12, 12, 12, -87, 35
CC(=O)Oc1ccc(CCC(C)OC(C)=O)cc1 (stereo unspecified)
 : -32, 3, -14, -12, -4, 5, -10, 5, 24
CCOC(=O)CC1Sc2ccccc2NC1=O (stereo unspecified)
 : 12, 1, -19, -6, 5, 3, 3, 8, 0

Other entries follow.
Each structure is followed by: SENP6 inh, SENP1 inh, Apaf1 inhib, HKDC1 inh, SENP8 block-1, PfGluPho inh, SENP7 block, SENP8 block-2, NLRP3 yeast inh
CCC(CO)Oc1cc(NC(=O)c2ccc(C)cc2)c2ncn(C(C)C)c2c1 (stereo unspecified)
 : 0, 2, 11, 18, 2, 21, -2, 5, 15
CC(=O)Nc1ccc(N2C(=O)CSC2c2ccc(F)cc2)cc1 (stereo unspecified)
 : 3, 1, 5, -3, -7, -8, 5, 9, 0
CC(C)(C)C(=O)Nc1sc2c(c1C#N)CCCCC2
 : 14, -2, -3, -1, 3, 1, -7, 22, 12
O=C(CCNc1n[nH]c(=O)[nH]c1=O)N1CCOCC1
 : -1, 1, 3, -6, -1, -16, -5, 9, -4
O=C(Cc1ccc(Br)cc1)N/N=C/c1cccnc1
 : -10, 2, 11, -5, -15, -7, 3, 3, 14
COc1ccc(-c2cn(CC3CCCCC3)nn2)cc1
 : -15, 2, 0, -2, -21, -7, 7, 13, 12
Cn1c(CN2CCN(c3ccccc3NS(C)(=O)=O)CC2)nc2ccccc21
 : -19, 0, -1, 3, 4, 2, -3, 12, 25
O=C1C=C(c2ccccc2)C[C@H](c2cccs2)[C@H]1n1cnc([N+](=O)[O-])c1
 : -3, 1, 13, 3, 3, -8, 4, 17, 21
CCOC(=O)N1CCC(N2C(=O)c3ccc(C(=O)Nc4cccc(OC)c4)cc3C2=O)CC1
 : 8, 2, -7, -8, 1, -4, -1, 12, 2
CC(C)Oc1cccc(-c2cc(C(=O)NN3CCOCC3)c3ccccc3n2)c1
 : 5, 1, -3, -4, -3, 16, -4, -123, 14
CCOC(=O)c1ccc(NC(=S)N(CCCN(CC)CC)Cc2ccco2)cc1
 : 10, 1, -8, -1, 8, 9, 5, 16, 14
Cc1nc(N2CCc3ccccc3C2)[nH]c(=O)c1CCC(C)C
 : -7, 3, -10, -8, -10, -16, 0, 8, -6
O=C(Nc1ccccn1)C1CCN(S(=O)(=O)c2cccs2)CC1
 : 1, 2, -28, -6, 5, 2, -4, 4, 16
CSC1=NCCN1C(=O)c1ccc(S(=O)(=O)N2CCOCC2)cc1
 : 3, 3, -9, -3, 1, -31, 8, 9, -7
CC1=NN(C(=O)c2ccncc2)C(=O)C1N=Nc1ccc2ccccc2c1 (stereo unspecified)
 : ·, 16, ·, 11, ·, -9, ·, 34, ·
COc1ccc(/C=C/C(=O)Nc2nnc(C(C)C)s2)cc1OC
 : -1, 4, -6, -1, 0, -7, 2, -406, 14
C=CCc1ccc(OCCOCCNCCCC)c(OC)c1
 : -31, 2, 13, -7, -6, -12, -6, 11, 24
CCN(c1ccccc1)S(=O)(=O)c1ccc(C(=O)NCc2ccco2)cc1
 : -8, -1, 5, 5, -4, -3, -14, 8, 11
C/C(=N\NC(=O)c1cccs1)c1ccc2c(c1)OCO2
 : -12, 2, 0, -4, -11, -6, -4, -27, 20
